# p53null 39C tox: selectivity test: cytotoxicity in p53 null cells, nonpermissive temperature. H1299 p53-null (neo) cells, 39C, ATPlite viability, 24 h. Potency, µM (doses to about 46.1 µM), without a hit: top-dose activity, negative = cell killing, most hits filed as cytotoxic. 0.97% of 55,000 active. AID 904;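 also: potency is read from the fitted curve at half-maximal effect; 0% = DMSO only and -100% = full killing by 100 µM tamoxifen; nearly all actives have a fitted effect of over 50% in size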
#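 Cells seeded at 600/well, 37C overnight. Compound added (up to 46 uM), plates shifted to 39C for 24 hr. ATPlite added, luminescence read after 20 min at room temperature.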
# p53null 32C kill: kills p53 null cells at the permissive temperature. H1299-neo p53 null cells, ATP luminescence, 24 h, 32C. Potency, µM (highest dose often 46.1 µM), inactives show at the top dose activity change, negative = cytotoxicity, actives largely listed as cytotoxic. 0.62% of 55,000 active;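 also: potency is read from the fitted curve at half-maximal effect; 0% = DMSO only and -100% = full killing by 100 µM tamoxifen; nearly all actives have a fitted effect of over 55% in size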
#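 AC50 values derive from Hill modelling of qHTS concentration-response data (up to 46 uM) in H1299-neo cells. Cells were treated 24 h at 32C following overnight attachment at 37C; viability was read as cellular ATP.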
# NTMT1 inh: NTMT1 methyltransferase inhibition; 2.5% of 59,000 active; NTMT1 MTase-Glo SAH luminescence, purified enzyme; Potency, µM (top dose mostly 114 µM), for the others: top-dose activity change, negative = inhibition, actives largely listed as inhibitors;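 also: potency is read from the fitted curve at half-maximal effect; plate controls were DMSO vehicle for no effect and no enzyme for full effect; nearly all actives have a fitted effect of over 65% in size; many of its hits are not listed in these tables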
# PTAP-TSG101 blk: blocks PTAP binding to human TSG101, validation. Fluorescence polarization, FITC-PTAP peptide/Tsg101, 20 min. 44,000 tested, under 10 active. Q99816. Potency, µM (top dose mostly 115 µM), for inactives: at the top dose activity change, negative = inhibition, actives largely listed as inhibitors. AID 1347069; also: potency is read from the fitted curve at half-maximal effect; 0% is about no effect
#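 Compounds pinned into 10 uM Tsg101 binding domain, then 50 nM FITC-PTAP peptide added in pH 7.5 HEPES buffer; FP read after 20 min, room temperature. Total S+P intensity flags fluorescent compounds; active cut-off <25 µM, efficacy <60%.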
# B2AR arrestin ag: ADRB2 beta-arrestin recruitment. P07550. HTLA Tango cells, beta-arrestin recruitment, luciferase luminescence, 18 h. Potency, µM (doses to about 46.1 µM), without a hit: top-dose activation, hits mostly activators. 44,000 tested, under 10 active;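 also: potency is read from the fitted curve at half-maximal effect; 0% = DMSO and full agonism = EC100 isoproterenol or metaproterenol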
#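 Tango cells (recombinant beta2-AR, beta-arrestin, tTA-driven luciferase), 1500/well in DMEM 1% FBS, treated 18 h at 37 °C with compounds up to 46 µM; luciferin mix added, luminescence read after 15 min; %activity curves fitted and curve-classed.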
# GALK inh: inhibitors of human galactokinase (GALK); recombinant GALK, Kinase-Glo ATP luminescence, 1 h; Potency, µM (highest dose often 57.5 µM), inactives show top-dose activity, negative = inhibition, actives largely listed as inhibitors; 44,000 tested, under 10 active;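 also: plate controls were full GALK reaction for no effect and reaction lacking GALK for full effect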
# Target sequence (P51570 whole entry, looked up): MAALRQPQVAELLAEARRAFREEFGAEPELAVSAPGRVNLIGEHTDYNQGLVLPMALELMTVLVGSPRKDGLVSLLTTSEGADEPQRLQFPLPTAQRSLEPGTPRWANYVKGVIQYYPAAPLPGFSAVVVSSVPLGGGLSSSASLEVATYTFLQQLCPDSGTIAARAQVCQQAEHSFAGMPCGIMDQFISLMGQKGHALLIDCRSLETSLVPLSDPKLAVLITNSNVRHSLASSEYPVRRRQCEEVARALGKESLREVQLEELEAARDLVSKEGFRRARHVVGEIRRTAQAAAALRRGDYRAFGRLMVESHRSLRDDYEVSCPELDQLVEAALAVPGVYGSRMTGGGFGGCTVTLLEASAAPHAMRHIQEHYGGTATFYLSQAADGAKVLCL
#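 Reactions with and without enzyme served as controls. GALK at 5 nM phosphorylates 100 uM galactose using 35 uM ATP (HEPES pH 8.0, Mg2+) for 1 h at RT, with luminescence read 10 min after adding Kinase-Glo Plus.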
# FH mod: Identification of activators of human fumarate hydratase by quantitative high-throughput screening. Potency, µM (titrated, usually from 79.9 µM), for inactives: at the top dose activity change, negative = inhibition, actives largely listed as inhibitors. 0.22% of 54,000 active. Fumarate hydratase, mitochondrial (Homo sapiens), P07954. FH coupled MDH/diaphorase resazurin fluorescence, 15 min; also: potency is read from the fitted curve at half-maximal effect; % is scaled to controls: 0 for no effect and ±100 for the full control effect; the screen sought activators but most active calls are inhibition curves; nearly all actives have a fitted effect of over 45% in size
# Target sequence (P07954 whole entry, looked up): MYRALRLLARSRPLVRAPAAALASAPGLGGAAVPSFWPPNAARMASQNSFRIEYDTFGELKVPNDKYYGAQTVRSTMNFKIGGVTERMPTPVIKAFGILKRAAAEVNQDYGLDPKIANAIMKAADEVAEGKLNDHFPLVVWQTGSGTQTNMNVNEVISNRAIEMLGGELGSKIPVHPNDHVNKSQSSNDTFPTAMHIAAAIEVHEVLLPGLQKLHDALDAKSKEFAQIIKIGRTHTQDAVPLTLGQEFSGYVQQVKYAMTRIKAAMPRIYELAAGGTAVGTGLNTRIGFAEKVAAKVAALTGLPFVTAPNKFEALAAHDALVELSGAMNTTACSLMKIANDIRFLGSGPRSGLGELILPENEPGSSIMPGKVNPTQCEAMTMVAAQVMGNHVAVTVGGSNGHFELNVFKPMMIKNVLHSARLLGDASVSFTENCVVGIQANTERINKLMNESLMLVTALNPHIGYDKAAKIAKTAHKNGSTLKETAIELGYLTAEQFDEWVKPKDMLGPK
# An asterisk follows results filed as active; ? = inconclusive; [ ] = dose if it differs, or a comment. Calls follow the shape of the dose curve; as a rule, active = well fitted curve in the direction sought with a large enough effect; inconclusive = small, poorly fitted or top-dose-only effect, or another doubt; inactive = no such curve, though single readings can be large; an effect the other way counts as inactive or inconclusive.
# Results follow in this order: p53null 39C tox	p53null 32C kill	NTMT1 inh	PTAP-TSG101 blk	B2AR arrestin ag	GALK inh	FH mod
> O=c1cc(-c2ccccc2)c2ccc3c(c2o1)CN(Cc1cccc(Cl)c1)CO3
 : 15.4%	5.8%	-0.4%	2.2%	0.9%	-15.3%	-7.3%
> CCOc1ccc(NC(=O)c2sc3nc4n(c(=O)c3c2C)CCC4)cc1
 : -3.7%	-6.5%	5.5%	0.8%	0.0%	0.1%	0.7%
> Cc1cccc(NCc2nc3ccccc3n2CCOc2ccccc2C)c1
 : ?	52.0%[activator]	9.2%	1.7%	-1.6%	6.9%	-34.8%
> CS(=O)(=O)c1ncc(Cl)c(C(=O)N2CCN(c3cccc(Cl)c3)CC2)n1
 : -95.3%	14.1µM*	-15.0%	4.8%	-0.2%	-1.7%	1.2%
> Cc1ccc2nc(COc3ccccc3NC(=O)Nc3ccc(F)c(Cl)c3)cc(=O)n2c1
 : -10.4%	-1.3%	0.9%	-3.7%	-0.6%	3.6%	-1.1%
> Cc1cc(=O)[nH]c2nnc(SCc3ccc(F)cc3)n12
 : 5.4%	-2.7%	9.8%	-0.8%	-3.0%	1.1%	2.2%
> CC(=O)N1CCc2c(sc3c2c(=O)n(Cc2ccccc2)c(=O)n3Cc2ccc(C)cc2)C1
 : 0.0%	4.4%	1.3%	0.4%	-1.7%	-1.7%	-2.6%
> CC(C)c1ccc(NC(=O)CSC2=Nc3ccccc3C3=NC(CC(=O)NCc4cccs4)C(=O)N23)cc1 (centres undefined)
 : 5.8%	19.7%	-7.4%	-2.0%	0.7%	-0.8%	3.5%
> Cc1cc(C)cc(NC(=O)CSc2nc(=O)n(Cc3ccccn3)c3c2CCC3)c1
 : 6.1%	-3.8%	-1.0%	-0.7%	-3.0%	-1.3%	-2.0%
> COc1ccccc1CNC(=O)CCCn1c(=O)c2ccccc2n(CC(=O)Nc2c(C)cc(C)cc2C)c1=O
 : 11.2%	1.4%	7.1%	0.5%	0.1%	6.3%	0.1%
> Cc1oc2ccc(O)c(CN3CCCC(C)C3)c2c1C(=O)Nc1ccccc1 (centres undefined)
 : -14.6%	-2.6%	5.9%	-5.8%	-2.0%	8.9%	-7.1%
> CCC(C)NC(=O)c1ccc2nc(CCc3ccccc3)oc2c1 (centres undefined)
 : -1.3%	3.0%	-4.0%	0.3%	1.7%	-2.1%	6.1%
> COc1cccc(-c2cc(C(=O)NCCc3ccc(C)cc3)[nH]n2)c1
 : 11.1%	2.2%	4.5%	1.2%	-0.7%	0.1%	-1.5%
> CC(C)(C)c1ccc(S(=O)(=O)c2cn(CC(=O)Nc3ccccc3)c3ccccc3c2=O)cc1
 : -2.2%	3.3%	-1.7%	-7.0%	0.1%	6.6%	-9.8%
> Cc1ccccc1CN1C(=O)c2ccccc2S(=O)c2ccc(C(=O)NCc3ccccc3)cc21 (centres undefined)
 : 1.2%	21.0%	5.7%	-1.4%	1.9%	0.7%	-21.3%

# 2 of the compounds above, field by field.
> CC(C)c1ccc(NC(=O)CSC2=Nc3ccccc3C3=NC(CC(=O)NCc4cccs4)C(=O)N23)cc1 (centres undefined)
  p53null 39C tox: 5.8%	p53null 32C kill: 19.7%	NTMT1 inh: -7.4%	PTAP-TSG101 blk: -2.0%	B2AR arrestin ag: 0.7%	GALK inh: -0.8%	FH mod: 3.5%
> Cc1cc(C)cc(NC(=O)CSc2nc(=O)n(Cc3ccccn3)c3c2CCC3)c1
  p53null 39C tox: 6.1%	p53null 32C kill: -3.8%	NTMT1 inh: -1.0%	PTAP-TSG101 blk: -0.7%	B2AR arrestin ag: -3.0%	GALK inh: -1.3%	FH mod: -2.0%

# The list continues.
# Results follow in this order: p53null 39C tox	p53null 32C kill	NTMT1 inh	PTAP-TSG101 blk	B2AR arrestin ag	GALK inh	FH mod
> CCOC(=O)c1c(NC(=O)COc2ccc(Cl)cc2Cl)sc2c1CCCCC2
 : -10.6%	8.1%	?	0.1%	0.1%	-19.1%	-3.8%
> Cc1ccc(Nc2nc(C)cc(C)n2)c(C(=O)O)c1
 : 26.9%	-9.6%	-13.0%	-11.2%	7.4%	-4.1%	-15.2%
> CC(C)NC(=O)C1CCC(Cn2c(=O)c3sccc3n(CC(=O)Nc3ccccc3)c2=O)CC1 (centres undefined)
 : 1.3%	-0.4%	3.1%	-2.0%	-0.1%	1.2%	-7.3%
> COc1ccc(-c2noc(-c3nnn(-c4cc(C)ccc4C)c3N)n2)cc1
 : -8.9%	-4.2%	5.7%	-0.5%	-0.4%	?	3.7%
> CCOc1ccccc1NC(=O)CCn1nc(C)c(S(=O)(=O)N2CCCCC2)c1C
 : -0.8%	-5.2%	4.4%	-1.4%	-0.6%	-3.1%	18.6%
> O=C(Cn1c(=O)c2cccn2c2ccccc21)NCc1ccccc1F
 : 134.9%[activator]	18.8%	-11.5%	-0.9%	-1.0%	4.0%	2.6%
> CCCC(=O)Nc1nnc(S(=O)(=O)N(C)c2ccccc2)s1
 : -12.1%	-1.7%	22.2%	-0.8%	1.5%	4.2%	-14.0%
> CS(=O)(=O)N1CCc2cc(C(=O)NCc3ccccc3)ccc21
 : -11.0%	-9.1%	5.5%	1.4%	-1.0%	-0.7%	2.0%
> CC(=O)N1CCc2cc(S(=O)(=O)NC(Cc3ccccc3)C(=O)Nc3ccc(Cl)cc3)ccc21 (centres undefined)
 : -25.4%	-3.3%	0.4%	-1.8%	0.9%	8.1%	5.8%
> COc1ccc(Cn2c(CNC(=O)Cc3cccc([N+](=O)[O-])c3)nc3cccnc32)cc1
 : 5.7%	-4.6%	1.9%	1.1%	5.8%	-5.4%	-3.3%
> CCCCCN1C(C(=O)c2ccccc2)=C(NC(C)=O)c2ccccc2S1(=O)=O
 : 38.1%[activator]	19.9%	10.5%	-3.6%	-1.7%	2.4%	-21.7%
> CC(C)c1ccc(N(CC(=O)O)S(=O)(=O)c2ccc3[nH]c(=O)c(=O)[nH]c3c2)cc1
 : 1.3%	2.7%	-3.2%	1.8%	1.1%	0.3%	-30.0%
> COc1cc(NC(=O)NCC2CCN(Cc3ccc(C)cc3)CC2)cc(OC)c1OC
 : -11.3%	2.6%	-11.2%	3.8%	-0.6%	4.8%	-11.9%
> COc1ccc(CNC(=O)CCCCCn2c(=O)[nH]c3ccccc3c2=O)cc1
 : 0.2%	-2.6%	-6.4%	-4.9%	-1.1%	-6.2%	-11.7%
> CCc1ccc(NC(=O)Cn2c(=O)nc(-c3ccccc3F)c3cc(Cl)ccc32)cc1
 : -4.5%	1.8%	-1.8%	-9.1%	0.7%	-2.3%	-22.8%
> CCn1c(=O)sc2cc(NS(=O)(=O)c3ccc(F)c(C)c3)ccc21
 : -2.6%	2.8%	19.7%	-10.0%	-1.7%	-0.3%	-14.9%
> Cc1ccc(-n2ncc3c(NC(C)c4ccccc4)ncnc32)cc1 (centres undefined)
 : 4.0%	?	0.3%	-9.3%	1.9%	-1.6%	-14.2%
> Cc1c(C)n(Cc2ccc(Cl)cc2)c2ccc(C(=O)N3CCN(c4ccccc4F)CC3)cc12
 : 8.6%	-0.2%	13.0%	-0.1%	-0.2%	0.7%	-22.8%
> COc1ccc(NC(=O)Cn2cc(C(=O)C3CC3)c3ccccc32)cc1
 : -18.3%	5.0%	5.8%	0.3%	0.4%	3.5%	-19.5%
> CCSc1nc(-c2ccccc2OC)nc2c1Cc1c(CO)cnc(C)c1O2
 : -21.1%	-7.9%	-2.4%	-1.1%	-0.9%	?	3.1%
> COc1ccccc1NC(=O)N1CCN(c2ccc3nnc(-c4ccc(F)cc4)n3n2)CC1
 : -7.7%	-0.7%	79.4µM*	-3.6%	0.0%	-11.3%	-14.2%
> CN(C(=O)CSc1nc2ccc(NC(=O)c3ccccc3)cc2s1)c1ccccc1
 : ?	-2.7%	4.0%	-1.5%	-4.3%	0.0%	-12.4%
> O=C(Nc1ccc(Cl)cc1F)c1oc(=O)c2ccccc2c1-c1ccccc1
 : -9.9%	7.1%	-0.4%	1.3%	0.7%	-3.3%	-0.7%
> COc1ccccc1N1CCN(S(=O)(=O)c2c(C)nc3sc(C)c(C)n3c2=O)CC1
 : -29.2%	-3.2%	-4.1%	-0.6%	-1.1%	2.7%	-6.9%
> O=C(CC1N=C2c3ccccc3N=C(SCc3ccccc3Cl)N2C1=O)NC1CCCCC1 (centres undefined)
 : 3.9%	3.4%	?	-0.8%	-0.5%	2.4%	?
> Cc1ccsc1CN(C(=O)c1oc2ccccc2c1C)C1CCS(=O)(=O)C1 (centres undefined)
 : 7.8%	9.7%	-0.2%	-4.6%	-0.3%	5.1%	-13.6%
> Cc1cccc(CC(=O)NCCc2sc3nc(-c4ccc(F)cc4)nn3c2C)c1
 : 14.9%	-12.7%	?	-0.5%	-4.1%	1.4%	-5.1%
> CCOc1cc(C(=O)Nc2ccc3oc(-c4ccc(F)cc4Cl)nc3c2)cc(OCC)c1OCC
 : -3.5%	5.9%	20.9%	22.0%	0.1%	-1.2%	-8.2%
> COC(=O)c1ccc(NC(=O)CCS(=O)(=O)c2ccc(Br)cc2)cc1
 : -11.3%	-7.5%	-2.5%	2.0%	-0.1%	0.7%	-4.8%
> Cc1nn2c(C(F)(F)F)cc(-c3ccc(OC(C)C)cc3)nc2c1C#N
 : -2.0%	-4.2%	2.5%	0.6%	-0.2%	7.1%	-2.7%
> O=C(OCc1cc(=O)n2nc(C3CC3)sc2n1)c1ccc(F)cc1
 : -11.0%	-2.9%	-0.5%	-5.8%	0.4%	-1.3%	?
> CCOc1ccc(NC(=O)Cn2c(CCC(=O)O)ccc2-c2ccc(Cl)cc2)cc1
 : -1.3%	-8.5%	-25.0%	-3.0%	0.1%	7.8%	-1.6%
> O=c1c(N2CCc3ccccc3C2)csc2ccc(Cl)cc12
 : -2.5%	8.9%	-21.2%	0.4%	0.5%	-0.2%	-6.7%
> CCOc1ccccc1C1Nc2ccccc2-c2nnc(SCc3ccccc3)nc2O1 (centres undefined)
 : 1.5%	-9.5%	-0.8%	-1.3%	-1.8%	1.6%	-10.2%
> COc1ccc2nc3sc(C(=O)Nc4cc(Cl)c(OC)cc4OC)cc3cc2c1
 : 10µM*	-9.4%	?	0.8%	0.5%	-6.9%	-1.0%
> CC(C)c1ccc(OCC(O)CN2CCN(c3ccc(F)cc3)CC2)cc1 (centres undefined)
 : -10.1%	3.4%	12.2%	-3.9%	-0.4%	-2.4%	7.7%
> Cc1ccc2c(c1)C(c1ccc(F)cc1)N(C(=O)c1cccc(C(F)(F)F)c1)CC(=O)N2 (centres undefined)
 : 31.6%[activator]	18.1%	12.7%	-10.1%	0.9%	-3.2%	-9.2%
> O=C(NCc1ccco1)c1ccc2c(c1)N(Cc1ccc(Cl)cc1)C(=O)c1ccccc1S2
 : 1.2%	12.1%	?	3.5%	2.2%	-1.2%	-19.0%
> CCOc1ccc(-n2c(SCC(=O)Nc3ccc(F)cc3)nc3c([nH]c4ccccc43)c2=O)cc1
 : 66.5%[activator]	-0.6%	3.1%	-0.3%	-1.2%	0.7%	1.2%

# These rows are one share of the data. The share of hits here may be higher or lower than overall.
